# Source: PubChem (The Scripps Research Institute Molecular Screening Center)
# CHRM1 antagonist = human CHRM1 antagonism; P11229; CHO-K1 hM1, Fluo-8 calcium fluorescence, ACh EC80 antagonist; inhibition, % at 3 µM; 360,000 compounds, 1.3% hits;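 active = percent inhibition above its own plate's cutoff, namely the mean of that plate's compound wells plus 3 SD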;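 note: peak over basal fluorescence ratio during 140 s after agonist addition; 0% = ACh EC80 plus DMSO and 100% = DMSO alone without agonist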
# Target sequence (P11229 whole entry, looked up): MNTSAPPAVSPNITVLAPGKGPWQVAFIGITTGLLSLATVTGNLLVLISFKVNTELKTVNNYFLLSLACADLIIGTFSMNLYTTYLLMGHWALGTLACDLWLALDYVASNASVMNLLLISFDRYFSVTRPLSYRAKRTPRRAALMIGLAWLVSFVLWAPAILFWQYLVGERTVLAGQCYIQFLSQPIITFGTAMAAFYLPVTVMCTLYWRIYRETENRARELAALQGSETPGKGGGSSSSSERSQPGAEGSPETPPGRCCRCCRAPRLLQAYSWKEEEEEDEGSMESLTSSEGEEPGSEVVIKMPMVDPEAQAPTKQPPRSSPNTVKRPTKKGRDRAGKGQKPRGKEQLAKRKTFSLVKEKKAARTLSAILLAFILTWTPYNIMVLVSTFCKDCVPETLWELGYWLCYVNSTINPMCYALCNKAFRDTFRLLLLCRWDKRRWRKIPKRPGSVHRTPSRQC
# CHRM1 agonist = human M1 muscarinic receptor agonism; CHO-K1 hM1, Fluo-8 calcium fluorescence, agonist mode; 0% DMSO, 100% acetylcholine EC100; activation, % at 3 µM; 360,000 compounds, 0.33% hits;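 active = activation above the run's mean compound activation plus 3 SD, cut at about 16% in these data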;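 note: peak over basal fluorescence ratio within a 140 s kinetic read after compound addition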
# CHO-K1 Ca antag = nonselective inhibitor or artifact in parental CHO-K1 cells | 360,000 compounds, 0.6% hits | ATP-induced calcium, Fluo-8 fluorescence | AID 602250 | inhibition, % at 3 µM;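 active = inhibition above a per-plate cutoff, the plate's mean sample inhibition plus 3 SD, cut at about 24% in these data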;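 note: 0% = DMSO plus EC80 ATP and 100% = DMSO alone without ATP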
# CHO-K1 Ca PAM = counter-screen for M1 PAMs: effect in parental CHO-K1 cells; ATP EC20, Fluo-8 calcium fluorescence; 0% at ATP EC20, 100% at ATP max; 360,000 compounds, 0.02% hits; activation, % at 3 µM; AID 602247;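 active = activation above the run cutoff, the mean activation of all test compounds plus 3 SD, cut at about 40% in these data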;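 note: peak over basal fluorescence ratio in a 140 s read after ATP addition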
# CHO-K1 Ca ag = nonselective activator or artifact in parental CHO-K1 cells; activation, % at 3 µM; AID 602248; 360,000 compounds, 0.48% hits; Fluo-8 calcium fluorescence; scaled to maximal ATP response, vehicle zero; in the data active = activation above about 15%;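 note: untransfected CHO-K1 host cells lacking M1 receptor as counterscreen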
# CHO parental Ca = counter-screen for OX1R antagonists: effect in parental CHO cells; parental CHO-K1, ATP-induced calcium, Fluo-8 fluorescence; inhibition, % at 5.6 µM; 330,000 compounds, 0.63% hits; AID 463079;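 active = inhibition above that plate's mean sample inhibition plus 3 SD, cut at about 26% in these data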;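 note: 0% = ATP-challenged DMSO wells and 100% = DMSO wells without ATP; some compounds past the cut are filed as inactive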
#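 Material: parental CHO cells / Compound: single nominal dose of 5.6 µM per compound / Signal: Fluo-8 fluorescence / Replicates: singlicate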
# CHRM1 PAM = human CHRM1 positive allosteric modulation; P11229; 360,000 compounds, 0.088% hits; CHO-K1 hM1, Fluo-8 calcium fluorescence, ACh EC20; 0% = ACh EC20, 100% = maximal ACh; activation, % at 3 µM; in the data active = activation above about 19%, passing the limit was not always enough
# TAAR1 agonist = agonists of human TAAR1. Q96RJ0. CHO RD-HGA16 TAAR1, Fluo-8 calcium fluorescence; vehicle wells 0%, saturating PEA agonist 100%. activation, % at 3 µM. 360,000 compounds, 0.99% hits;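 active = activation above the mean activation of all test compounds in the run plus 3 SD, cut at about 38% in these data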
# Target sequence (Q96RJ0 whole entry, looked up): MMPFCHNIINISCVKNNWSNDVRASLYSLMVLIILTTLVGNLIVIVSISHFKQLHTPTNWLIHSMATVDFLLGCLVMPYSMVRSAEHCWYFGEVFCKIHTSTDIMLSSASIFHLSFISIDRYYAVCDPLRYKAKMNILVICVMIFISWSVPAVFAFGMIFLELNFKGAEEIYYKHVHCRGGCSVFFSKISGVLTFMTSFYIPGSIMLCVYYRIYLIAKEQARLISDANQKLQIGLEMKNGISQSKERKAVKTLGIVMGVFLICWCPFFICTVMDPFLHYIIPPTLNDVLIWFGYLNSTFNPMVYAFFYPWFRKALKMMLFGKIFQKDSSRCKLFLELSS
#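 Repeats: no replicates (n 1) | Material: CHO-derived RD-HGA16 cells with stable Gα16 and human TAAR1 | Technique: Kinetic Fluo-8 calcium fluorescence | Schedule: 17-24 h seeding, 75 min 37 °C dye, 30 min RT | Evaluation: % activation from peak over basal fluorescence ratio, DMSO-to-PEA scaled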
# TAAR1 antagonist = human TAAR1 antagonism; Q96RJ0; CHO RD-HGA16 TAAR1, Fluo-8 calcium fluorescence, antagonist; inhibition, % at 3 µM; 360,000 compounds, 1.5% hits; AID 624466;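 active = inhibition above a per-plate cutoff, the mean inhibition of test compounds on that plate plus 3 SD, cut at about 49% in these data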;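 note: 0% = DMSO plus EC80 beta-PEA response and 100% = DMSO alone without agonist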
#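 System: RD-HGA16 CHO cells with stable hTAAR1 and Gα16 | Probe or stimulus: EC80 β-phenethylamine stimulus | Dosing: 3 µM, single point | Times: Dye loading 75 min at 37 °C, then 30 min room temperature | Measured by: Fluo-8 calcium-sensitive fluorescence | Read-out basis: % inhibition of agonist calcium response | Replicates: n of 1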
# * hit, by the source's call; . = not tested or not shown.
# Every second line gives: CHRM1 antagonist	CHRM1 agonist	CHO-K1 Ca antag	CHO-K1 Ca PAM	CHO-K1 Ca ag	CHO parental Ca	CHRM1 PAM	TAAR1 agonist	TAAR1 antagonist
CCCc1cc(=O)oc2c(C)c(OCC(=O)NC3CC(C)(C)NC(C)(C)C3)ccc12
→ -11	-5	-8	7	0.6	-13	10	9	-12
CCn1c(SCc2nc3ccccc3[nH]2)nnc1-c1cccnc1
→ -13	-3	-20	5	0.9	-5	7	1	7
Cc1ccc(SCCNC(=O)c2ccc([N+](=O)[O-])c(C)c2)cc1
→ -10	-7	-13	6	3.1	-7	-2	-2	16
Cc1ccc(OCC(=O)NNC(=O)CCc2ccccc2)c(Br)c1
→ -2	-3	11	4	-1.1	13	-1	0	1
CC(NS(=O)(=O)c1ccc(CCC(=O)N2CCN(C)CC2)cc1)c1ccccc1 (stereo not given)
→ -15	-3	-7	15	0.2	0	8	4	-16
F[B-](F)(F)c1cc2ccccc2s1
→ -7	-2	-7	10	0.6	.	4	24	-2
OC(C#CCN1CCOCC1)c1cccs1 (stereo not given)
→ -20	-2	4	1	0.3	-7	11	11	-4
Cc1ccc(OCC(=O)Nc2ccc(C)c(S(=O)(=O)N3CCCCC3)c2)c([N+](=O)[O-])n1
→ -5	-7	-5	12	3.4	-4	-3	14	3
COc1cccc(N2CC(C(=O)Nc3c(C(N)=O)oc4ccccc34)CC2=O)c1 (stereo not given)
→ 5	0	4	0	2.4	-19	-2	5	-9
Cc1cccc(C(=O)NCc2nnc(SCC(=O)NC3CCCC3)n2C)c1
→ -2	-7	-15	14	0.6	7	4	5	-16
COc1ccc(CN(CC(=O)NC2CCCCC2)C(=O)CCCC(=O)Nc2ccccn2)cc1
→ 5	-7	-5	7	-0.3	-17	1	-1	14
Cc1ccc2nc(N3CCN(c4ccccc4)CC3)c(C=O)c(=O)n2c1
→ -15	-3	-6	20	2.1	-8	16	1	-29
CCC(C)(C)NC(=O)C(c1ccc(C)cc1)N(CC1CCCO1)C(=O)CNC(=O)c1cccs1 (stereo not given)
→ 3	-4	-5	-6	-0.2	-19	-2	2	-14
CCc1cc(=O)oc2c3c(cc(OCC(=O)NCCCCCC(=O)O)c12)OC(C)(C)CC3
→ -18	-1	1	11	-0.3	12	16	0	-3
Cc1ccc(S(=O)(=O)N2CCN(C(=O)CC(C)n3nc(C)c(Cl)c3C)CC2)cc1 (stereo not given)
→ -4	1	0	0	3.0	-9	14	0	-1
COc1ccc(N2CCN(C(=O)c3ccc(Oc4ccc(C(F)(F)F)cn4)cc3)CC2)cc1
→ -6	-5	-16	21	4.1	-14	2	1	8
C[C@H](CO)N1C[C@H](C)[C@@H](CN(C)C(=O)NC2CCCCC2)Oc2ccc(NS(=O)(=O)c3cccs3)cc2C1=O
→ -6	-3	-16	18	0.0	-8	-1	2	-2
Cc1cccc(OCc2nnc(SCC(=O)c3cccs3)n2C)c1C
→ 4	-6	-12	24	2.1	-20	3	.	.
COc1ccc(CN2CCNC(=O)C2CC(=O)NCc2cn[nH]c2-c2ccccc2)c(F)c1 (stereo not given)
→ -7	-5	-7	13	0.1	10	7	0	-6
CCc1nn2c(=O)c(S(=O)(=O)Nc3ccc(Cl)cc3)c(C)nc2s1
→ 4	-8	-11	18	2.4	-11	-14	5	8
COCCN(C(=O)COC(=O)c1cccs1)c1c(N)n(Cc2ccccc2)c(=O)[nH]c1=O
→ -10	-2	-6	15	1.7	0	6	2	-12
C=C(C)Cn1c(SCC(=O)O)nnc1-c1ccc(OC)cc1
→ -3	-4	8	8	0.2	2	7	3	-5
Cc1c(C(=O)Nc2cccc3cccnc23)oc2ccccc12
→ -7	-6	-14	26	1.5	-16	11	3	11
O=C(CCC(=O)OCc1cccc([N+](=O)[O-])c1)Nc1ccc(F)cc1
→ -6	-4	0	-6	0.6	-7	3	0	-8
O=C(CC(c1ccccc1)(c1ccccc1)c1ccccc1)N[C@@H](Cc1ccc(O)cc1)C(=O)O
→ -11	0	-9	13	0.6	-16	14	-1	6
O=C1Nc2c(Br)cc(Br)c3cccc1c23
→ -1	-4	-2	19	-0.1	-3	0	2	-4
Cc1ccccc1OCc1nc2c3cnn(C)c3ncn2n1
→ 12	-4	-2	8	0.9	0	-1	6	1
O=C(CSCc1ccc([N+](=O)[O-])cc1)NN=C1CCCCCC1
→ 2	-6	-13	-3	1.2	-13	1	4	2
Cc1ccc(C(=O)O)cc1NC(=S)NC(=O)c1ccc(-c2ccccc2)cc1
→ -8	-1	-1	10	-0.2	-3	10	2	-2
CCC1NC(=O)c2cc3ccccc3cc2-n2c1nc1cc(F)ccc1c2=O (stereo not given)
→ -10	-7	-9	13	0.5	.	5	3	8

# Taken from above.
# Cc1ccccc1OCc1nc2c3cnn(C)c3ncn2n1 in CHRM1 PAM has -1
# O=C(CC(c1ccccc1)(c1ccccc1)c1ccccc1)N[C@@H](Cc1ccc(O)cc1)C(=O)O in CHO parental Ca has -16

# Going on with the list:
# Every second line gives: CHRM1 antagonist	CHRM1 agonist	CHO-K1 Ca antag	CHO-K1 Ca PAM	CHO-K1 Ca ag	CHO parental Ca	CHRM1 PAM	TAAR1 agonist	TAAR1 antagonist
CCCCn1c(N)c(N(CCOC)C(=O)C2CCN(c3ncnc4sc(C)c(C)c34)CC2)c(=O)[nH]c1=O
→ 10	-1	1	12	0.5	-15	-4	1	-8
CCOc1ccc(NC(=O)CSC2=NCCN2)cc1
→ 1	-6	-10	16	0.3	-10	18	2	-3
CSCCC(NC(=O)c1cccc(C)c1)C(=O)Nc1sccc1C(N)=O (stereo not given)
→ 0	-2	-12	3	4.6	-10	3	4	-22
COC(=O)c1cc2occc2n1Cc1nc(-c2ccccc2C)oc1C
→ 8	-7	9	2	-0.2	-7	-6	2	-17
CCOC(=O)CSc1nnc(Cc2cc(=O)[nH]c(=O)[nH]2)n1-c1ccc(Cl)cc1
→ -12	-3	4	1	-0.3	-3	7	.	.
Cc1snc(SCc2ccc(Cl)cc2)c1C#N
→ -4	-7	-3	3	-0.1	-11	5	-3	-26
O=C(CSc1ccc(-c2ccccc2)nn1)N1CCCCC1
→ -5	-5	2	4	0.6	-9	5	3	-5
CCCCOc1ccc(C(C)NC(=O)CCS(=O)(=O)Cc2ccccc2Cl)cc1 (stereo not given)
→ -16	2	-15	12	0.7	-3	12	28	15
CN(C)c1ccc(CNC(=O)C2Cc3c(-c4cccc(C(N)=O)c4)ccnc3O2)cc1 (stereo not given)
→ 6	-4	3	12	1.6	.	2	1	-16
CO/N=C/NC(=O)NOCc1ncc(C(F)(F)F)cc1Cl
→ 0	-4	-2	14	0.5	-3	2	-3	-20
Cc1c(C)[n+](=O)c(-c2ccc(F)cc2)c(C)n1[O-]
→ 0	0	0	-7	0.2	4	3	6	-24
C=CCC1NS(=O)(=O)OC(CCCC)C1O (stereo not given)
→ -11	-2	-7	1	0.1	-1	10	12	-17
COc1ccc(C(=O)COC(=O)c2nn(C)c(=O)c3ccccc23)c(OC)c1
→ -1	-1	-8	21	2.2	-29	9	3	-12
COc1ccc2c(CC(=O)OCC(=O)Nc3cc(C)c(C)cc3[N+](=O)[O-])coc2c1
→ -4	-7	-8	20	2.8	-16	4	5	12
Cc1cc(N2CCOCC2)nc(N)n1
→ 30	-1	-6	-3	4.0	-3	-10	3	-10
CC(C)(C)NC(=O)COC(=O)c1ccc(S(=O)(=O)N2CCCCCC2)cc1
→ 11	-2	16	-6	0.1	-13	-8	6	5
COc1cccc(/C=C2\N=C(C3CCCCC3)OC2=O)c1OC
→ 2	-4	-16	10	0.6	-8	2	4	-23
COc1cccc(C(=O)N2CCN(C3CCC(c4ccccc4)CC3)CC2)c1 (stereo not given)
→ 4	-6	-17	9	1.7	.	-20	8	1
O=C(Nc1ccccn1)c1cccc(S(=O)(=O)N2CCCc3ccccc32)c1
→ 3	-4	-13	10	7.2	-18	-5	8	17
CCc1nnc(NC(=O)c2cc(S(=O)(=O)N3CCCCC3)ccc2N2CCOCC2)s1
→ -19	-4	-11	21	1.1	3	6	4	-2
CCN(C[C@H]1N[C@@](Cc2ccccc2)(C(=O)OC)[C@H]2C(=O)N(C)C(=O)[C@@H]12)C(=O)c1ccc(C)cc1
→ -5	-6	-11	19	1.6	-20	4	0	4
CCOC(=O)c1ccc(NC(=O)CSCC(=O)OCC(=O)c2ccccc2)cc1
→ 1	-5	-4	9	2.1	-19	3	1	-13
Cc1nn2c(=O)c(NC(=O)c3ccc(Cl)cc3)cnc2s1
→ -13	1	-2	-10	0.3	1	11	2	-14
Cc1ccncc1C(N)=O
→ -22	-3	-15	27	2.1	-7	11	1	-2
Cc1noc(C)c1COc1ccccc1C(=O)NCCOc1ccccc1F
→ 4	-1	-9	2	3.7	-27	-6	12	14
CN(C)C(=O)c1cc(C(=O)c2ccc(Cl)cc2Cl)c[nH]1
→ -2	-2	-7	-1	7.2	5	5	1	2
CC1(NC(=O)NCc2ccco2)CCS(=O)(=O)C1 (stereo not given)
→ -12	-6	-1	12	0.1	-8	6	-1	18
CCn1c(Cc2cccs2)nnc1SCC(=O)NC1CC1
→ -9	-4	-7	-3	-0.1	-7	8	2	-20
Cc1ccc(COCC(CC(C)C)N2CCN(C(=O)c3cccc(C(F)(F)F)c3)CCC2=O)cc1 (stereo not given)
→ 2	-5	-8	-10	-0.7	-10	-2	1	13
O=C(Nc1cc(Cl)ccc1N1CCOCC1)c1ccc2c(c1)OCO2
→ -7	0	-6	5	-0.1	.	3	-1	-3
Cn1c(=O)c2nc3ccccc3nc2n(C)c1=O
→ -10	-5	-16	17	0.0	7	11	0	-26
COc1ccc(C(=O)N2CCC2)cc1S(=O)(=O)NCc1ccc(Cl)cc1
→ -4	-3	7	-17	0.7	-13	5	10	-12
COc1cc(/C=N/NC(=O)c2cc(-c3cccc(Br)c3)nc3ccccc23)cc(OC)c1O
→ -8	-3	-4	5	0.7	-14	3	9	27
COc1ccc(OC)c(Cc2cnc3nc(N)nc(N)c3c2C)c1
→ 0	-9	-5	10	0.1	.	-2	0	7
CC#CCOC(=O)c1c(C)nc2sc3c(c2c1N)CCC(O)C3 (stereo not given)
→ -26	1	2	16	4.6	-2	-4	2	-7
CCCCN(C(=O)C(C)Oc1ccc(Br)cc1)c1c(N)n(Cc2ccccc2)c(=O)[nH]c1=O (stereo not given)
→ -4	-3	-6	-3	-0.1	-16	4	0	-21
COc1ccc(S(=O)(=O)N2CCOC2CNC(=O)C(=O)NCCc2ccc(OC)c(OC)c2)cc1 (stereo not given)
→ 10	-3	11	-2	7.8	-20	-13	16	5
